# Assay outcomes as filed in PubChem.
# CHT PAM: allosteric activators of human choline transporter CHT; CHT-expressing cells, membrane potential dye, choline EC20; active compounds read high; LV-AA mutant CHT in HEK293 cells; B-score at 10 µM; hit rate 0.49% among 310,000; Q9GZV3;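 active = initial fluorescence not abnormally high and integrated response B-score, plate-corrected, over 3 SD above library mean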
# Target sequence (Q9GZV3 whole entry, looked up): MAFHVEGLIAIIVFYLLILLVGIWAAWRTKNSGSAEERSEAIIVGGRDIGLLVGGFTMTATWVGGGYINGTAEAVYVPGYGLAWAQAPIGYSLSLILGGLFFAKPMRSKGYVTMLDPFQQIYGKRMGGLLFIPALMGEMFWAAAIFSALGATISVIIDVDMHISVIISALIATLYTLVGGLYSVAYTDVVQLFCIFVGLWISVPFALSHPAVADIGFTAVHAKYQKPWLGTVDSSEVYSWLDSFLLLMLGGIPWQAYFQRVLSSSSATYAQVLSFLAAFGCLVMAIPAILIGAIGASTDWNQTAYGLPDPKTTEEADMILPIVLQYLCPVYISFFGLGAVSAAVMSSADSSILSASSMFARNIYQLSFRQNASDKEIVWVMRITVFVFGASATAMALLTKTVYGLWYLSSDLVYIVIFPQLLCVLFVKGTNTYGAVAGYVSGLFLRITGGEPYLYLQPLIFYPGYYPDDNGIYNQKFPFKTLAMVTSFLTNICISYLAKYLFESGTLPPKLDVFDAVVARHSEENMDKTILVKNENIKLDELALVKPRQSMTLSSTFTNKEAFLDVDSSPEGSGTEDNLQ
# STK33 inh: inhibitors of human STK33 kinase; Q9BYT3; purified STK33, MBP phosphorylation, ADP-Glo luminescence; inhibition, % at 10 µM; hit rate 0.073% among 320,000; AID 2661;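 active = inhibition at or above 25%, using the most active replicate where run in duplicate; inactive = inhibition below 25%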
# Target sequence (Q9BYT3 whole entry, looked up): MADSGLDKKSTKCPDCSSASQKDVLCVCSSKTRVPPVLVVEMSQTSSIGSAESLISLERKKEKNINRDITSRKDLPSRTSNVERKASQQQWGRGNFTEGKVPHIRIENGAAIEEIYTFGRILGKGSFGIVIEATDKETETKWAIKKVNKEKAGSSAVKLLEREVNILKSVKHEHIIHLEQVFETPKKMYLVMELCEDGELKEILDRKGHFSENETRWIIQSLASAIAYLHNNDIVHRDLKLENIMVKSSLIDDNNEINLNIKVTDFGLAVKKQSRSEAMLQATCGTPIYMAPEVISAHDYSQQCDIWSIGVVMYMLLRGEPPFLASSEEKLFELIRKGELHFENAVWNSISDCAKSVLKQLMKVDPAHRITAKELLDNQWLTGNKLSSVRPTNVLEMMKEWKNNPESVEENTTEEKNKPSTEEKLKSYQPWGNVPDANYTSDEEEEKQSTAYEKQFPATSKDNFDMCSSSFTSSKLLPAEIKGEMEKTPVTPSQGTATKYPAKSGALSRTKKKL
# CHT block: inhibitors of human choline transporter CHT; CHT-expressing cells, membrane potential dye, choline response; active compounds read low; B-score at 10 µM; Q9GZV3; hit rate 0.86% among 310,000; AID 488975;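 active = B-score over 3 SD under the library average, and starting fluorescence ratio not unusually high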;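 note: choline stimulus applied at its EC90 after an EC20 pre-addition; B-score computed on integrated fluorescence ratio after choline addition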
# * hit, by the source's call; i = inactive; x = not tested or not shown.
# Preview:
# The line under a structure holds: STK33 inh | CHT block | CHT PAM
COCc1cc(N2CCOCC2)nc(SCc2ccc(Cl)cc2)n1
    -1.1 | i | i
CC(C)C(=O)Nc1nnc(CCN2CCOCC2)s1
    -0.2 | i | i
COc1ccc(C(=S)N2CCOCC2)cc1OC(=O)c1ccc([N+](=O)[O-])cc1
    -1.5 | i | i

# The list itself (from the top)
# The line under a structure holds: STK33 inh | CHT block | CHT PAM
COCc1cc(N2CCOCC2)nc(SCc2ccc(Cl)cc2)n1
    -1.1 | i | i
CC(C)C(=O)Nc1nnc(CCN2CCOCC2)s1
    -0.2 | i | i
COc1ccc(C(=S)N2CCOCC2)cc1OC(=O)c1ccc([N+](=O)[O-])cc1
    -1.5 | i | i
COc1ccc(NC(=O)NC(=O)c2cc(OCC(F)(F)F)ccc2OCC(F)(F)F)cc1
    0.9 | i | i
Cc1c(C(=O)N(Cc2cccc(Br)c2)C2CCS(=O)(=O)C2)oc2ccc(F)cc12 (stereo not drawn)
    -0.9 | i | i
Cc1cc2c(cc(C(=O)O)n2C)s1
    -0.8 | i | i
Cc1ccc(N(CC(=O)NCc2ccc3c(c2)OCO3)C(=O)CCC(=O)Nc2ccccn2)cc1
    0.9 | i | i
Cc1ccc(OC(=O)c2ccc(Br)o2)cc1
    -0.7 | i | i
Cc1ccc2c(c1)cc(CN(Cc1cccnc1)C(=O)NCc1ccccc1)c1nnnn12
    0.6 | i | i
O=C1CCC/C(=N\NC(=O)COc2ccc(Cl)cc2)C1
    -1.7 | i | i
CC(C)(C)c1cccc(Cn2nnc3ccccc32)c1O
    -0.6 | i | i
COc1cc(CCC(=O)OCC(=O)NCc2ccccc2)cc(OC)c1OC
    -0.7 | i | i
COc1cccc2cc(C(=O)NCc3ccccc3Br)c(=O)oc12
    -1.7 | i | i
CCOc1cc(CNc2ccc3c(c2)OCCO3)cc(Br)c1OCC(N)=O
    -2.4 | i | i
CCOc1cc(NC(=S)NCCCN2CCOCC2)c(OCC)cc1NC(=O)CC(C)C
    1.3 | i | i
CC(=O)c1cn(C)c(=O)n(C)c1=O
    0.6 | i | i
CN(C)NC(=S)NC1CC2CCC1C2 (stereo not drawn)
    -1.6 | i | i
CC(OC(=O)Cc1n[nH]c(=O)c2ccccc12)C(=O)Nc1ccc(F)cc1 (stereo not drawn)
    -1.4 | i | i
Cc1onc(-c2ccccc2)c1C(=O)OCC(=O)Nc1cc(S(=O)(=O)N2CCOCC2)ccc1Cl
    0.3 | i | i
OC(COc1ccc(OCC(O)CN2CCN(Cc3ccccc3)CC2)cc1)CN1CCN(Cc2ccccc2)CC1 (stereo not drawn)
    -2.0 | i | i
COc1ccc(N/C=C\C(=O)c2ccc(Br)cc2)cc1OC
    -1.2 | i | i
CCOC(=O)C1(Cc2cccc(F)c2)CCN(C(=O)COC)CC1
    x | i | i
Cc1ccc2nc(NC(=O)C3CCN(S(=O)(=O)c4cc([N+](=O)[O-])ccc4Cl)CC3)sc2c1
    -0.2 | i | i
CN(C)C(=S)NC(C)(C)C
    -0.3 | i | i
Cn1c(C(=O)OCC(=O)NCc2cccs2)cc2sccc21
    0.0 | i | i
C#CCn1cc(Cl)cc(C(=O)Nc2ccccc2)c1=O
    -1.7 | i | i
CCC(C)(C)n1nnnc1C(c1ccc(C)cc1)N1CCN(Cc2ccc3c(c2)OCO3)CC1 (stereo not drawn)
    0.6 | i | i
CCc1noc(C)c1C(=O)OCC(=O)N(CCOC)c1c(N)n(Cc2ccccc2)c(=O)[nH]c1=O
    -0.6 | i | i
O=c1oc(-c2ccccc2Br)nc2ccccc12
    -2.8 | i | i
COc1ccc(/C=C/C(=O)Nc2cc(S(=O)(=O)N3CCOCC3)ccc2C)cc1OC
    -2.5 | i | i
CCCNC(=O)c1ccc(Cn2cc(C(F)(F)F)ccc2=O)cc1
    -0.5 | i | i
O=C(CN1C(=O)c2ccccc2S1(=O)=O)c1ccccc1Cl
    -2.3 | i | i
Cc1cc(NC(=O)COc2coc(CN3CCN(c4ccc(F)cc4)CC3)cc2=O)no1
    -0.1 | i | i
CCOc1ccccc1N(C)C(=O)c1cc2c(=O)n(CC)c3ccccc3c2s1
    0.9 | i | i
COc1ccccc1/C=C1\SC(=S)N(NS(=O)(=O)c2ccccc2)C1=O
    -1.9 | i | i
O=C(CCC(=O)Nc1ccccc1)N/N=C/c1ccc2c(c1)OCO2
    0.7 | i | i
COc1ccc(/C=N/OC(=O)Nc2ccc(Cl)cc2)c(OC)c1
    -1.8 | i | i
COc1ccc(-c2c(C#N)c(N)nc3c2CCC3)cc1
    -0.7 | i | i
Cc1ccc(NC(=O)CCCSc2nc3ccccc3[nH]2)cc1
    1.6 | i | i
CC1C=CCC2C(=O)N(c3cccc(C(=O)N4CCCCCC4)c3)C(=O)C12 (stereo not drawn)
    -0.1 | i | i
CCCCS(=O)(=O)/C=C/[C@H]1[C@H](S(=O)(=O)CCCC)[C@H]2C=C[C@@H]1C2
    -1.6 | i | i
Cc1cc(C(=O)CCC(=O)N2CCN(S(=O)(=O)c3cccs3)CC2)c(C)s1
    -1.5 | i | i
CCC(CC)C(=O)Nc1c2c(nn1-c1ccc(OC)cc1)CS(=O)C2 (stereo not drawn)
    -0.1 | i | i
CN(CC(=O)Nc1ncn[nH]1)S(=O)(=O)c1ccc(Br)cc1
    -1.9 | i | i
Cc1oc(-c2cccc(C(F)(F)F)c2)nc1CN1CCOCC1
    -0.3 | i | i
CCn1c(=O)cc(SCC(=O)NCCCN2CCN(c3ccc(F)cc3)CC2)c2ccccc21
    -1.1 | i | i
Cc1ccc(SC(C)C(=O)N2CCCC2)cc1 (stereo not drawn)
    -0.4 | i | i
Cc1ccccc1-c1cc2nc(-c3ccc([N+](=O)[O-])cc3)cc(=O)n2[nH]1
    -2.0 | i | i
COCCNC(=O)NC(=O)COC(=O)C12CC3CC(CC(NC(C)=O)(C3)C1)C2
    -0.6 | i | i
Cc1ccc(CNC(=O)C(=O)NCC2CCCN2S(=O)(=O)c2cccs2)cc1 (stereo not drawn)
    -0.5 | i | i
CC(C)Oc1cc(O)c2c(=O)c(-c3ccc(O)cc3)coc2c1
    -1.0 | i | i
COc1ccc(Cc2nnc(NC(=O)c3ccccc3C)s2)cc1
    -1.4 | i | i
Cc1ccc(-c2nnn(CC(=O)N(c3ccccc3)C(C(=O)NCC3CCCO3)c3ccc(F)cc3)n2)o1 (stereo not drawn)
    -2.5 | i | i
Cc1ccc(-n2c(SCc3cn4ccsc4n3)nc3ccccc3c2=O)cc1
    -0.6 | i | i
Cc1c(NC(=O)C2CC=CCC2C(=O)O)c(=O)n(-c2ccccc2)n1C (stereo not drawn)
    -0.9 | i | i
COc1ccccc1N1CCN(C(=O)/C=C/c2cccs2)CC1
    -1.7 | i | i
CCOC(=O)Cn1c(C)[n+](C)c2cc(Cl)c(Cl)cc21
    -1.8 | i | i
Cc1cc(NC(=O)Cc2ccccc2[N+](=O)[O-])no1
    0.4 | i | i
COc1cc(Cn2nnc3ccccc32)cc(Br)c1O
    1.3 | i | i
COc1ccc(CN(CC(=O)NCc2ccco2)C(=O)CNS(=O)(=O)c2ccc(C)cc2)cc1
    -0.4 | i | i

# Following part:
# The line under a structure holds: STK33 inh | CHT block | CHT PAM
COc1ccc2oc(-c3ccc(NC(=O)c4ccc(N5CCOCC5)c([N+](=O)[O-])c4)cc3)nc2c1
    x | i | i
Cc1cc(NC(=O)COC(=O)CSc2nc3cc(Cl)ccc3n2Cc2ccccc2)no1
    -0.9 | i | i
Cc1ccc(C(CC(=O)N2CCOCC2)c2ccco2)cc1 (stereo not drawn)
    -2.5 | i | i
Cc1ccc(SC2CCN(C(=O)C3CCC(=O)N(C4CC4)C3)CC2)cc1 (stereo not drawn)
    0.1 | i | i
CCOc1cc(OCC)cc(C(=O)NCCCN2CCOCC2)c1
    0.4 | i | i
COc1cc(C2NC(=O)NC(C)=C2C(=O)OCC2CCCO2)ccc1O (stereo not drawn)
    -0.1 | i | i
Cc1ccc(CC(=S)N2CCOCC2)cc1
    -0.5 | i | i
COc1ccc(N2CC(C(=O)Nc3nnc(SCC(=O)c4ccccc4)s3)CC2=O)cc1 (stereo not drawn)
    -0.7 | i | i
CCOc1ccccc1C1C2=C(COC2=O)Nc2cc3c(cc21)OCO3 (stereo not drawn)
    -2.1 | i | i
O=S(=O)(N1CCCCC1)N1CCNCC1
    0.7 | i | i
Cc1cc(C)nc(N/N=C/c2cccc(Cl)c2)n1
    -0.8 | i | i
O=C(Nc1cccc(F)c1)C1CCN(C(=O)Cc2ccccc2)CC1
    3.3 | i | i
CCc1ccc(C(=O)Cn2ccsc2=N)cc1
    1.3 | i | i
CCCC(c1nnnn1CCOC)N1CCN(C(=O)c2ccco2)CC1 (stereo not drawn)
    -2.3 | i | i
CCC(C)NC(=O)c1cc2c(=O)n(CC)c3ccccc3c2s1 (stereo not drawn)
    -0.4 | i | i
CC(=O)C1=C(C)Nc2ncnn2C1c1cccc(O)c1 (stereo not drawn)
    0.0 | i | i
CCO[C@@H]1OC(C(=O)Nc2ccccc2)=C[C@H](C2CC2)[C@H]1CCCO
    -0.9 | i | i
Nc1nnc(SCc2ccc(F)cc2Cl)s1
    0.7 | i | i
O=C(C1=C[C@@H](c2ccc3c(c2)OCO3)C[C@@H](OCCCCO)O1)N1CCOCC1
    0.7 | i | i
Cc1nc(C(=O)NC2CCOCC2)sc1C1(C)CC(c2ccccc2)=NO1 (stereo not drawn)
    0.1 | i | i

# Limited to CHT PAM (five entries from above):
smiles | CHT PAM
CC(=O)C1=C(C)Nc2ncnn2C1c1cccc(O)c1 (stereo not drawn) | i
CCO[C@@H]1OC(C(=O)Nc2ccccc2)=C[C@H](C2CC2)[C@H]1CCCO | i
Nc1nnc(SCc2ccc(F)cc2Cl)s1 | i
O=C(C1=C[C@@H](c2ccc3c(c2)OCO3)C[C@@H](OCCCCO)O1)N1CCOCC1 | i
Cc1nc(C(=O)NC2CCOCC2)sc1C1(C)CC(c2ccccc2)=NO1 (stereo not drawn) | i

# The list goes on.
# The line under a structure holds: STK33 inh | CHT block | CHT PAM
CC1=Nc2ccccc2N=C(NC(=O)CN2CCN(c3ccc(F)cc3)CC2)C1c1ccccc1 (stereo not drawn)
    -1.4 | i | i
NC(=O)c1ccsc1NC(=O)CS(=O)(=O)c1ccccc1
    -1.7 | i | i
CCOC(=O)C(CC(=O)c1ccccc1)CC(=O)c1ccccc1
    -0.4 | i | i
CCN(C(=O)COC(=O)c1c(C)noc1C)C1CCS(=O)(=O)C1 (stereo not drawn)
    -0.4 | i | i
CN(C)C(=O)CSc1n[nH]c(-c2ccco2)n1
    -0.9 | i | i
CC(C)=CCCC(C)CN1CCC(N2CCC(C(=O)N3CCOCC3)CC2)CC1 (stereo not drawn)
    0.1 | i | i
O=C(Nc1cccnc1)c1ccc(C(=O)Nc2cccnc2)cc1
    0.2 | i | i
CCCCC1(Cc2ccc([N+](=O)[O-])cc2)C(=O)N(c2ccccc2)N(c2ccccc2)C1=O
    -1.3 | i | i
C=CCNC(=O)COC(=O)c1ccc(Sc2nncn2C)c([N+](=O)[O-])c1
    0.3 | i | i
O=C(CCNC(=O)Cn1ccc2ccccc2c1=O)NCCC1=CCCCC1
    0.4 | i | i
CC(C)N=C(NC#N)SCc1ccccc1F
    0.3 | i | i
Cc1ccc(C(=O)CSc2nnc(C(C)C)n2C)cc1C
    0.0 | i | i
N#C/C(=C\c1ccc(-c2ccccc2)o1)C(=O)Nn1cnnc1
    3.6 | i | i
COc1ccc(NC(=O)C(NC(C)=O)C(=O)NCc2ccc(F)cc2)cc1 (stereo not drawn)
    -1.7 | i | i
COc1ccccc1CNC(=O)CS(=O)(=O)c1ccccc1
    -2.4 | i | i
COc1ccc(C2=NN(CC(=O)Nc3cc(C)ccc3C)C(=O)CC2)cc1
    -0.4 | i | i
C#CCNC(=O)C1=C[C@@H](c2ccc3c(c2)OCO3)[C@H](CCCO)[C@@H](OCC)O1
    1.2 | i | i
O=C(NCc1ccc2c(c1)OCO2)c1c(Cl)cccc1Cl
    -4.6 | i | i
O=C(c1ccccc1)C1C(c2ccccc2)C1[N+](=O)[O-] (stereo not drawn)
    -2.0 | i | i
COc1cc2c3c([nH]c2cc1F)C(=O)NCC3
    3.9 | i | i
Cc1[nH]c2ccc(C(=O)NCc3ccccn3)cc2c1C
    -2.6 | i | i
CCc1cccc(CC)c1NC(=O)COC(=O)C1(C)CC1(Cl)Cl (stereo not drawn)
    -0.5 | i | i
C/C=C/c1ccc(OCCNCc2ccccc2)c(OC)c1
    -5.2 | i | i
Cc1ccc(-c2nn(-c3ccccc3)cc2CN(Cc2ccccc2)C(=O)c2ccco2)o1
    -1.2 | i | i
COc1ccc(C(C#N)N2CCC(c3ccccc3)=N2)cc1 (stereo not drawn)
    -2.5 | i | i
COc1cc(-c2nnc3sc(Cc4ccccc4)nn23)cc(OC)c1OC
    -0.7 | i | i
O=C(NNC1=NS(=O)(=O)c2ccccc21)c1ccccc1
    -0.9 | i | i
O=C(CSc1nc2ccccc2s1)NNC(=S)Nc1ccc(Cl)cc1
    x | i | i
CCOC(=O)c1ccc(NC(=O)Cn2c(=O)oc3ccccc32)cc1
    -0.3 | i | i
O=C(COc1coc(CN2CCN(Cc3ccccc3)CC2)cc1=O)Nc1ccccc1
    0.7 | i | i
OC1CCC(Nc2ncnc3sccc23)CC1 (stereo not drawn)
    -0.6 | i | i
O=C(O)CC/C(=N/NC(=O)CNC(=O)c1ccc2c(c1)OCCO2)c1ccccc1
    1.4 | i | i
CNc1oc(C)nc1S(=O)(=O)c1ccccc1
    -1.0 | i | i
NC(=O)CSc1nnc(NC(=O)C23CC4CC(CC(C4)C2)C3)s1
    -2.2 | i | i
